Screening results (PubChem)
PKA-R1A act: activates the PKA-R1A holoenzyme complex | activation, % at 11.4 µM | 340,000 compounds, 0.083% hits | PKA-R1A dissociation, Cy5-IP20 fluorescence polarization; scaled: DMSO 0%, 113 µM cGMP 100% | P00514+P68181;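 active means percent activation above the mean of all tested compounds plus 3 SD, cut at about 19% in these data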;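 further: higher means more PKAc released from R1A so a rise in polarization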
PKA-R2B act: PKA-R2B complex activation | P22694+P31323 | 340,000 compounds, 0.079% hits | AID 504700 | activation, % at 11.4 µM | PKA-R2B holoenzyme dissociation, Cy5-IP20 fluorescence polarization; R2B truncated from residue 108, S112A mutant; 0% DMSO only, 100% 113 µM cGMP;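 active means activation above a cutoff set at the mean over all compounds plus 3 SD, cut at about 18% in these data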;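 further: higher means more holoenzyme dissociation and a rise in polarization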
NSD2 HMT inh: blocks human histone methyltransferase NSD2; O96028; NSD2 peptide methylation, AlphaScreen, 120 min; inhibition, % at 12.5 µM; 310,000 compounds, 0.54% hits; AID 743445; in the data active means inhibition above about 50%
Pemphigus Ab inh: human desmoglein-3 autoantibody binding inhibition; DSG3-coupled beads, scFv-anti-DSG3-GFP binding, flow cytometry; hits give low values; binding (percent of control), % at 10 µM; 310,000 compounds, 0.48% hits; P32926;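 active means binding more than 3 SD below its plate's average and above zero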;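 further: hits lower antibody fragment binding to DSG3; some compounds called inactive have numbers as strong as hits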
Target sequence (P32926 whole entry, looked up, the tested form may be a part): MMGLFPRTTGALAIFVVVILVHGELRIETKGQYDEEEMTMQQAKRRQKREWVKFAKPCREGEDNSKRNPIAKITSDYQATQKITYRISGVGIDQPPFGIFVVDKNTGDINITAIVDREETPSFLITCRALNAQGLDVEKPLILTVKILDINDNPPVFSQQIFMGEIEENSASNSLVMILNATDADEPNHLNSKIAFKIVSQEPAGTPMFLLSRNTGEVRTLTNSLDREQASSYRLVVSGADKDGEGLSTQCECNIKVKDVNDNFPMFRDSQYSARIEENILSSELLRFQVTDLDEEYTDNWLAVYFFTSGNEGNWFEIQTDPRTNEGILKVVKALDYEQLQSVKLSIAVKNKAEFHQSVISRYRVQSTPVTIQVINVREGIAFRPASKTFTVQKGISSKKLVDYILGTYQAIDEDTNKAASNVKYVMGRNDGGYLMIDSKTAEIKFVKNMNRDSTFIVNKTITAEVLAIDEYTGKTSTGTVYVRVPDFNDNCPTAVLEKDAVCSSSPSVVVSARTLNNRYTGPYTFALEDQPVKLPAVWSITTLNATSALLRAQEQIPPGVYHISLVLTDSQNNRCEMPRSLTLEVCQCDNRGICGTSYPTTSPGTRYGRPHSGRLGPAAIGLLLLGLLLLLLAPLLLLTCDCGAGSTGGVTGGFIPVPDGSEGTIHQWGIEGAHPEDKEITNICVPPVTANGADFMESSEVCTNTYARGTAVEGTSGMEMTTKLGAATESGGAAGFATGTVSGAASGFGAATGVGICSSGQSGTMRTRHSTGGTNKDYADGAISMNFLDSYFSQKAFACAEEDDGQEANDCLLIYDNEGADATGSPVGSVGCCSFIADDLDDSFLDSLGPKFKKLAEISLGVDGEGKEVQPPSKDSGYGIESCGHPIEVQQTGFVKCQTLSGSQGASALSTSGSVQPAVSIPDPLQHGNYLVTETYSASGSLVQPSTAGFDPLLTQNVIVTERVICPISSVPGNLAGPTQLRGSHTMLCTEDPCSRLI
An asterisk follows results filed as active.

nr	PKA-R2B act	Pemphigus Ab inh	PKA-R1A act	SMILES	NSD2 HMT inh
1	-10.4	102.0	14.6	CCOC(=O)C(N=Nc1nn[nH]n1)C(C)=O (centres undefined)	29.1
2	1.2	98.0	3.3	Cc1ccc(OCC(=O)Nc2ccc(C(=O)Nc3ccccc3C(=O)O)cc2)cc1C	-2.0
3	1.6	99.2	-0.2	COCCNC(=O)c1cc(S(=O)(=O)N2CCC3(CC2)OCCO3)ccc1F	-3.6
4	5.3	99.2	9.4	CCc1nnc(NC(=O)Cc2ccc(OC)c(S(=O)(=O)N3CCOCC3)c2)s1	-6.7
5	7.4	101.5	0.1	CCOC(=O)c1c(NC(=O)COC(=O)c2ccc(Cl)nc2)sc(C)c1C	-3.3
6	-8.3	99.3	2.0	CCc1ccc(N2CC(C(=O)Nc3ccccc3N3CCCC3)CC2=O)cc1 (centres undefined)	3.0
7	-0.4	101.9	9.8	CC1(C)CC2(OC2c2ccccc2[N+](=O)[O-])C(=O)c2ccccc21 (centres undefined)	0.2
8	3.1	103.5	-0.3	Cc1ccc(C(=O)NCc2ccc3c(c2)OCO3)c(Cl)c1	-0.1

An excerpt from above in order of molar mass, largest number first.
nr	PKA-R2B act	Pemphigus Ab inh	PKA-R1A act	SMILES	NSD2 HMT inh
2	1.2	98.0	3.3	Cc1ccc(OCC(=O)Nc2ccc(C(=O)Nc3ccccc3C(=O)O)cc2)cc1C	-2.0
3	1.6	99.2	-0.2	COCCNC(=O)c1cc(S(=O)(=O)N2CCC3(CC2)OCCO3)ccc1F	-3.6
5	7.4	101.5	0.1	CCOC(=O)c1c(NC(=O)COC(=O)c2ccc(Cl)nc2)sc(C)c1C	-3.3

Later entries
nr	PKA-R2B act	Pemphigus Ab inh	PKA-R1A act	SMILES	NSD2 HMT inh
9	5.9	104.5	1.3	Cc1ccccc1OCC(=O)OCC(=O)NC1CCCC(C)C1C (centres undefined)	-2.6
10	-4.8	94.9	-12.7	CCCc1c(C(=O)N/N=C/c2ccc(OCc3ccccc3)cc2)nnn1-c1nonc1N	0.0
11	8.6	96.5	-0.9	COc1ccc(NC(=O)CCNC(=O)C2CCN(S(=O)(=O)c3ccccc3)CC2)cc1OC	1.0
12	0.8	108.5	8.8	CC1CCCCN1CCCNC(=O)c1ccc2c(c1)NC(=O)CN2C (centres undefined)	8.9
13	3.7	97.4	-2.6	C/C(=N/NC(=O)c1nnn(-c2nonc2N)c1CSc1ccc(Cl)cc1)c1ccncc1	-0.8
14	9.8	99.0	11.6	Cc1c(NS(=O)(=O)c2cc(C(=O)OCC(=O)c3ccccc3F)ccc2Cl)c(=O)n(-c2ccccc2)n1C	-0.2
15	3.2	98.0	2.1	C=CCn1c(SCC(=O)NC2CCCC2)nc2ccccc21	1.0
16	-5.6	109.0	-0.3	O=S1(=O)CCN(C2CCCCCC2)CC1	-0.6
17	-9.7	95.2	3.7	O=C1c2sccc2-c2cccc3cccc1c23	0.7
18	-12.5	93.1	1.1	CC(Sc1ccc(S(=O)(=O)N2CCCCC2)cn1)C(N)=O (centres undefined)	0.2
19	-1.4	101.8	-4.5	CC(=O)c1c(O)c(C)c(O)c2c1OC1=Cc3c(c(C)nn3C)C(=O)C12C (centres undefined)	-3.4
20	-1.2	106.1	1.9	CC1CN(C(=O)COC(=O)c2cncc(Br)c2)CC(C)O1 (centres undefined)	-7.1
21	4.7	106.3	1.0	CCCC(=O)NC(c1cccc([N+](=O)[O-])c1)c1ccc2cccnc2c1O (centres undefined)	2.8
22	-9.9	100.7	11.6	O=C(Nc1ccc(NC(=S)NC(=O)c2ccco2)cc1)c1ccc(Br)cc1	7.6
23	-2.7	86.8*	-11.4	CC(=O)c1c(C)[nH]c(C(=O)NCc2ccc(Cl)cc2)c1C	-2.2
24	-2.0	100.4	3.7	Cc1ccn(CC(=O)NC2CCCN(Cc3ccccc3F)C2)n1 (centres undefined)	-0.2
25	3.3	100.2	2.1	CC(=O)c1cccc(NC(=O)C2CCCN2S(=O)(=O)c2cccs2)c1 (centres undefined)	-0.5
26	0.3	103.5	-4.1	Cc1cc2cc3n(c2nn1)N=C(Cl)CC3	-2.8
27	5.1	101.1	3.9	COc1ccccc1N1CCN(CCC(=O)Nc2cccc(F)c2)CC1	4.0
28	-0.9	104.1	12.5	CC1CCCC(C)N1C(=O)CN1C(=O)NC2(CCCCCC2)C1=O (centres undefined)	-1.0
29	0.8	94.4	5.4	c1ccc(N=NC2=NN(c3ccccc3)CS2)cc1	27.2
30	0.1	102.0	-12.6	Nc1nc(SCc2ccccc2)sc1C(=O)N1CCCCC1	-0.7
31	0.8	107.3	-8.2	O=C(CN1C(=O)CSc2ccc(S(=O)(=O)N3CCOCC3)cc21)NCc1c(F)cccc1Cl	-0.4
32	11.3	103.8	9.5	CCOC(=O)C1CCN(C(=O)CCn2c(=O)oc3ccccc32)CC1	-7.3
33	-8.7	97.4	0.6	Cc1cccc(C)c1NC(=O)CN1CCN(C(=O)CNC(=O)c2ccc(-c3ccccc3)cc2)CC1	-4.4
34	6.2	97.8	-4.2	COc1ccc(C)cc1Nc1ncnc2c1nnn2Cc1ccccc1Cl	1.1
35	2.7	97.8	0.2	CCOC(=O)CC1c2nc3ccccc3cc2CN1C(=O)OCC (centres undefined)	-0.5
36	-6.9	101.4	2.5	O=C(CSc1nnc(-c2ccncc2)n1C1CC1)c1cccs1	0.6
37	-2.6	100.2	7.5	COc1ccc(NC(=O)CN2C(=O)C3CC=CCC3C2=O)cc1Cl (centres undefined)	-2.4
38	5.3	232.7	-4.1	Cc1[nH]c2ccccc2c1/C=N\NC(=O)c1ccccc1Cl	0.3
39	-2.7	110.1	-3.9	CCN(CC(=O)Nc1cc(Cl)ccc1C)C(=O)C1CCN(c2ncnc3sc(C)c(C)c23)CC1	-1.2
40	4.1	102.8	-8.2	CCOc1ccccc1C(=O)Nc1nnc(SCC(=O)N2CCCC2)s1	2.6
41	-0.5	97.2	3.9	CCOc1ccccc1C=C1CCc2ccccc2C1=O	35.1
42	3.8	100.1	0.4	Cc1cccc(CCNC(=O)C2CC(O)CN2C(=O)Nc2ccccc2)c1 (centres undefined)	-1.8
43	-4.4	106.8	2.0	O=c1c2ccccc2nnn1CCc1ccccc1	-2.9
44	5.0	101.3	0.1	Cc1nc(N/N=C/c2cccnc2)cc(N2CCOCC2)n1	0.5
45	-0.6	97.8	2.7	COc1ccc(-n2nc3ccc(N)cc3n2)cc1	5.1
46	-10.0	95.5	2.7	COc1cc2c(cc1OC)C(CNC(=O)C=Cc1ccccc1)C2 (centres undefined)	0.0
47	3.5	94.9	-2.2	O=C(COC(=O)COc1ccc(Cl)cc1)Nc1cccnc1Cl	1.7
48	2.6	105.1	-1.8	CCOC(=O)C1(COCc2ccccc2)CCCCC1=O (centres undefined)	-7.6
49	2.3	96.2	-4.8	Cn1c(SCC(=O)N2CCCC2)nc2c(c1=O)SCC2	-1.8
50	7.0	106.7	9.0	COC(=O)c1ccc(CNC(=O)C(Cc2ccccc2)NC(=O)c2ccccc2)cc1 (centres undefined)	-1.8
51	0.7	94.3	-8.8	Cc1cc(NC(=O)C(C)SCC(=O)Nc2ccc(C(=O)OC(C)C)cc2)no1 (centres undefined)	7.1
52	-7.2	99.2	-3.4	CC1CCC2(CC1)NC(=O)N(CC(=O)NCc1ccco1)C2=O (centres undefined)	-0.3
53	-8.9	103.1	-2.0	COc1ccc(Cl)cc1N(CC(=O)NCc1ccccn1)S(=O)(=O)c1ccc(C)cc1	3.2
54	0.1	99.0	-8.7	COCCCn1c(=O)/c(=C/c2ccccc2OC(C)C)s/c1=C(\C#N)C(=O)Nc1ccc(C(=O)O)cc1	18.0
55	-3.8	101.1	-7.6	COc1ccc(-n2c(SCC(=O)NCC3CCCO3)nc3ccccc3c2=O)cc1Cl (centres undefined)	0.6
56	3.0	110.7	7.4	COc1cc2c(cc1OC)C(O)=CC(=O)C2=O	3.1
57	6.2	113.8	-2.8	CCCC(=O)Nc1cc(OC)c(NC(=S)Nc2cccc(C)c2)cc1OC	6.2
58	-1.4	101.6	-5.2	COc1ccccc1C(=O)N/C(=C/c1ccc(Br)cc1)C(=O)N1CCOCC1	0.0
59	-12.3	107.2	-9.0	Cc1ccc(C(C#N)=Cc2ccc3c(c2)OCO3)cc1	-0.6
60	1.5	102.8	-7.2	COc1cc(C=Cc2nnc3c4ccccc4cnn23)cc(OC)c1OC	-8.0
61	-16.3	100.7	-5.1	CCOC(=O)C1=C(C)NC(C)=C(C(=O)OCC)C1c1cccc([N+](=O)[O-])c1	3.8
62	-0.1	96.6	-8.9	CCCCN(C)CCCNC(=O)Cn1cc2c(n1)-c1c(oc(C(=O)N3CCCC3)c1C)CC2	16.4
63	-0.2	95.6	4.1	Cc1cccc(-c2ocnc2C(=O)Nc2ncc(C)s2)c1	-2.2
64	-9.1	99.9	-5.6	CSc1ccccc1C(=O)OCC(=O)NC1CC1	6.7

In another format: entries from further up.
Screens in order – PKA-R2B act	Pemphigus Ab inh	PKA-R1A act	NSD2 HMT inh
(40) CCOc1ccccc1C(=O)Nc1nnc(SCC(=O)N2CCCC2)s1
→ 4.1	102.8	-8.2	2.6
(4) CCc1nnc(NC(=O)Cc2ccc(OC)c(S(=O)(=O)N3CCOCC3)c2)s1
→ 5.3	99.2	9.4	-6.7
(9) Cc1ccccc1OCC(=O)OCC(=O)NC1CCCC(C)C1C (centres undefined)
→ 5.9	104.5	1.3	-2.6
(6) CCc1ccc(N2CC(C(=O)Nc3ccccc3N3CCCC3)CC2=O)cc1 (centres undefined)
→ -8.3	99.3	2.0	3.0

The listing continues:
nr	PKA-R2B act	Pemphigus Ab inh	PKA-R1A act	SMILES	NSD2 HMT inh
65	-3.9	89.1	-2.9	Cn1c(SCC(=O)NC2CCCCC2)nc2c(c1=O)SCC2	1.0
66	1.8	104.6	-11.4	COc1ccc(Cl)cc1S(=O)(=O)NC(C)c1cnn(-c2ccccn2)c1C (centres undefined)	-0.1
67	-5.0	101.4	1.7	COc1ccc(CC(O)CO)cc1OCc1ccccc1 (centres undefined)	-2.5
68	9.7	119.7	1.8	O=[N+]([O-])c1ccc(Nc2ccccc2O)c([N+](=O)[O-])c1	19.9
69	-6.0	102.0	-3.7	CCN(CC)S(=O)(=O)c1ccc(N2CCOCC2)c(NC(=O)c2nn(C(C)C)c(=O)c3ccccc23)c1	-1.8
70	-3.8	97.3	-0.7	Cc1cc(=O)c2c(=O)[nH][nH]c2[nH]1	1.6
71	-6.3	101.6	2.3	COc1ccc(C2CCc3cc(OC)c(OC)cc3C2NC=O)cc1OC (centres undefined)	0.0
72	-17.5	97.2	-10.0	CCC(Sc1nc2ccsc2c(=O)n1CCC(=O)O)C(=O)Nc1ccc(Cl)cc1 (centres undefined)	4.4
73	3.2	104.7	7.8	COc1cc2c(cc1OC)C(=O)C(c1ccc3c(c1)OCO3)CC2 (centres undefined)	-0.9
74	-3.0	100.5	3.1	COc1ccc(-c2csc(NC(=O)c3c(C)noc3C)n2)cc1OC	0.2
75	-3.2	100.6	-2.8	Cc1ccc(S(=O)(=O)NN=C2CC3CC2C2CCCC32)cc1 (centres undefined)	22.6
76	4.9	106.5	2.5	CN1C(=O)CN(CCN2CC(=O)N(C)C(=O)C2)CC1=O	-3.6
77	-2.9	100.9	2.1	O=C1c2ccccc2C(=O)N1N=Cc1ccc2c(c1)OCO2	-0.2
78	-8.4	100.2	6.8	Cc1ccc(-n2c(COc3ccccc3)nnc2SCC(=O)O)cc1	-0.7
79	-2.4	103.7	-3.4	CCN(CC)c1ccc(NC(=O)COC(=O)CCc2cc(OC)c(OC)c(OC)c2)cc1	5.6
80	-14.7	106.3	5.5	O=C(O)Cn1ccnc1[N+](=O)[O-]	-1.6
81	5.8	100.0	-5.0	Cn1c(=O)c2c(ncn2CC(=O)OCC(=O)c2ccc(OC(F)F)cc2OC(F)F)n(C)c1=O	-1.2
82	-7.1	95.4	-0.1	O=C(COn1nnc2ccc(S(=O)(=O)N3CCOCC3)cc21)NCc1cccc(Cl)c1	-1.7
83	-5.9	102.5	-2.4	COc1ccc(S(=O)(=O)N2CCN(C(=O)c3cccc(S(=O)(=O)N4CCCC4)c3)CC2)cc1	7.3
84	0.3	102.9	5.0	COc1ccccc1CNc1cccc(C)n1	-5.5
85	-5.0	99.1	7.2	N#Cc1ccccc1OCC(=O)Nc1nc(-c2ccccn2)cs1	3.3

Only part of the results is shown. The share of hits here may be higher or lower than overall.
